# E-selectin induc – induces E-selectin expression in human endothelial cells; actives 0.37% (n = 260,000); activation, % at 7.58 µM; HUVEC E-selectin immunofluorescence imaging; normalized: neutral wells 0, TNF-alpha wells 100; P16581;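 active = mean E-selectin-positive cell signal at least 10% of the positive control, reached in at least 60% of replicates, without over 20% cell loss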;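 note: in these data hits start at about 27%; measured in HUVEC primary endothelial cells; signal is the percent of cells scored E-selectin positive by PE staining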
# Target sequence (P16581 whole entry, looked up): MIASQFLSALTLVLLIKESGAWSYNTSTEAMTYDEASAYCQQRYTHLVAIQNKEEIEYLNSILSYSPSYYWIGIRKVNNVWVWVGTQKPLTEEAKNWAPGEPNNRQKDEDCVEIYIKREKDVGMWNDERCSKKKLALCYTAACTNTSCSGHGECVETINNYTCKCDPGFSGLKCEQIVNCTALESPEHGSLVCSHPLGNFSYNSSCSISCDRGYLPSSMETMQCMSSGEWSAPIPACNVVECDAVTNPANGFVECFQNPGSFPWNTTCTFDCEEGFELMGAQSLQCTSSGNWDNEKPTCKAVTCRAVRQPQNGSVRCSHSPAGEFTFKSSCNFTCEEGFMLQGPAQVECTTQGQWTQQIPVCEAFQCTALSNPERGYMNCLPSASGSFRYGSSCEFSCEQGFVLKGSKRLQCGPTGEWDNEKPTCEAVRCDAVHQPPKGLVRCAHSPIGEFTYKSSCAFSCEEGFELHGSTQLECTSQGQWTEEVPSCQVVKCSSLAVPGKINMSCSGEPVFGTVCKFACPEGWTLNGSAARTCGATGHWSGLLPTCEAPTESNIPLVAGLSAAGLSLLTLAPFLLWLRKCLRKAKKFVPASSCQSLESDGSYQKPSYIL
#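 Test system: HUVEC | Signal: Immunofluorescence imaging | Read-out: Percent E-selectin-positive cells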
# FN deposition inh – fibronectin deposition inhibition; AH1F fibroblasts, Alexa488-fibronectin deposition fluorescence, overnight; inhibition, % at 12.6 µM; actives 0.086% (n = 350,000); AID 743247;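 active = mean inhibition across replicates of 30% or more, regardless of how many single replicates reach that level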;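 note: positive control wells lacked labelled fibronectin entirely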
#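 Schedule: 1 h cell adhesion before compound, then overnight fibronectin incubation; test system: AH1F fibroblast monolayer depositing Alexa488-labelled fibronectin into matrix; quantity: 10000 AH1F cells per well; probe or stimulus: fluorescent fibronectin at 24 nM final; signal: fluorescence, ex 485 nm, em 525 nm; evaluation: percent inhibition as loss of matrix-bound fibronectin fluorescence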
# esBAF inh – inhibitors of esBAF chromatin remodeling in mouse ES cells | actives 2% (n = 350,000) | reporter increase, % at 12.5 µM | Bmi1-luciferase knock-in reporter, 24 h; 100% = twice the neutral-well signal; in the data active = activation above about 40%;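 note: 0% = median of the plate's neutral control wells and 100% = double that signal; a rise in the Bmi1 reporter signal indicates esBAF inhibition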
# S100A4 MyoIIA – inhibitors of human S100A4 binding to myosin IIA peptide. P26447. S100A4/TAMRA-MyoIIA peptide fluorescence polarization. inhibition, % at 10.7 µM. actives 0.14% (n = 360,000). AID 652163;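 active = mean inhibition of at least 70% across replicates, with every replicate also reaching that level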
# Target sequence (P26447 whole entry, looked up): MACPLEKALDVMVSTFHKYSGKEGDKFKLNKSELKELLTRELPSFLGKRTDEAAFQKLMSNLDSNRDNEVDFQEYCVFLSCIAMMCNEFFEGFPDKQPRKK
#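 Material: S100A4 monomer protein | Medium: HEPES pH 7.2 with CaCl2, KCl, NaCl, DTT, Triton | Reagent: Labelled myosin peptide probe, 5 nM | Doses: One dose per compound | Times: 5 min incubation before reading | Benchmarks: Neutral control DMSO, positive control TFP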
# RAD54 branch – blocks human RAD54 Holliday junction branch migration | AID 602329 | inhibition, % at 10.4 µM | FAM/BHQ fluorescence | actives 0.14% (n = 360,000);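 active = mean normalized replicate activity at least 40 and at least half of replicates scoring 40 or more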;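 note: 0% = median of neutral control wells and 100% = median of positive control wells; inhibitors cause a drop in the FAM fluorescence signal; in these data hits start at about 50%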
# Xi reactivation – activators of X-chromosome reactivation in mouse fibroblasts | XiGFP mouse fibroblasts, % GFP-positive cells imaging, 3 d; cells co-treated with 5-aza-dC sensitizer; scaled so ellipticine positive control = 100% | activation, % at 7.58 µM | actives 0.055% (n = 360,000);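 active = mean normalized replicate activation at least 10% and every replicate at or above 10%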;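 note: 0% = median of on-plate neutral control wells and 100% = ellipticine 6 µM median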
#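 Material: SV40-immortalized XiGFP fibroblast cells, line 68-5-11 | Buffer or medium: DMEM containing 5-aza-dC | Dosing: One concentration, pinned | Times: 3 d treatment, 15 min room-temperature fixation | Controls: Ellipticine 6 µM positive control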
# EWS-Fli inh – inhibitors of EWS/Fli oncoprotein transcriptional activity | A673 NR0B1-luciferase reporter, viability-normalised | inhibition, % at 12.6 µM | actives 0.67% (n = 350,000);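 active = mean inhibition of at least 50% after viability correction, with every replicate also passing that limit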;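 note: firefly luciferase signal divided by Alamar Blue viability fluorescence both relative to DMSO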
# RAD52 anneal inh – inhibitors of human RAD52 DNA annealing | P43351 | recombinant RAD52 DNA annealing, FRET fluorescence | inhibition, % at 18.7 µM | actives 0.46% (n = 360,000) | AID 651710;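 active = every replicate showing at least 50% inhibition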
# An asterisk follows results filed as active; nt = no result given. Outcome played no part in choosing rows. Share with any hit: about 3%.
# Start of the data: the first 2 entries (preview)
no.	molecule	E-selectin induc	FN deposition inh	esBAF inh	S100A4 MyoIIA
1	COCC#Cc1ccc2c(c1)O[C@H](CN(C)C(C)=O)[C@H](C)CN([C@H](C)CO)S2(=O)=O	-0.1	-5	-1	-13
2	Cc1c(NC(=O)C(C)Oc2cccc(F)c2)c(=O)n(-c2ccccc2)n1C (configuration not stated)	5.2	4	-9	-3

no.	RAD54 branch	Xi reactivation	EWS-Fli inh	RAD52 anneal inh
1	0	-0.7	-9	-3
2	-1	0.6	2	-6

# The listing (from the top)
no.	molecule	E-selectin induc	FN deposition inh	esBAF inh	S100A4 MyoIIA
1	COCC#Cc1ccc2c(c1)O[C@H](CN(C)C(C)=O)[C@H](C)CN([C@H](C)CO)S2(=O)=O	-0.1	-5	-1	-13
2	Cc1c(NC(=O)C(C)Oc2cccc(F)c2)c(=O)n(-c2ccccc2)n1C (configuration not stated)	5.2	4	-9	-3
3	CCCNC(=O)Nc1ccc2c(c1)C(=O)N(C)C[C@H](OC)[C@@H](C)CN(CCC(F)(F)F)[C@@H](C)CO2	0.0	5	9	nt
4	CC(C)(C)[S@](=O)N1Cc2cc(C(=O)NC3CCC3)nc(-c3cccc(Br)c3)c2[C@@H]1CCO	-0.1	-1	nt	-38
5	CN(C)CC(=O)Nc1ccc2c(c1)[C@@H]1C[C@@H](CC(=O)NCCc3ccccc3)O[C@@H](CO)[C@@H]1O2	0.2	nt	-3	-8
6	CC(=O)C[C@@H]1OC2CCCCC2N1S(=O)(=O)c1ccc(C)cc1 (some centres not stated)	0.1	5	nt	3
7	O=C(c1ccc(CS(=O)c2ccc(Br)cc2)o1)N1CCN(C2CCCCC2)CC1 (configuration not stated)	0.2	3	-5	1
8	C[C@H]1CCCCO[C@H](CN(C)Cc2ccc(Cl)c(Cl)c2)[C@@H](C)CN([C@@H](C)CO)C(=O)c2cc(NC(=O)Nc3ccc(F)cc3)ccc2O1	7.2	nt	-12	2
9	O=S(=O)(NCCCCNS(=O)(=O)c1c(F)cccc1F)c1ccc2c(c1)OCCO2	0.1	-7	6	-8
10	COc1ccc(OC)c2sc(N3CCN(C(=O)c4ccc5ncsc5c4)CC3)nc12	nt	-4	6	0
11	Cc1ccc(N2C(=O)N(CC(=O)Nc3ccccc3C)C(=O)C2C)cc1 (configuration not stated)	nt	-6	6	2
12	Cc1ccc(C)c(NS(=O)(=O)c2ccc3oc(=O)ccc3c2)c1	nt	-3	3	-2

no.	RAD54 branch	Xi reactivation	EWS-Fli inh	RAD52 anneal inh
1	0	-0.7	-9	-3
2	-1	0.6	2	-6
3	nt	0.3	-7	nt
4	nt	0.5	nt	-30
5	-5	-0.1	-3	1
6	nt	-0.1	1	-12
7	10	0.2	10	-4
8	-11	-1.0	0	-28
9	-10	-0.2	19	-9
10	-4	0.4	-8	0
11	4	0.1	-23	-3
12	0	0.0	-1	-1

no.	molecule	E-selectin induc	FN deposition inh	esBAF inh	S100A4 MyoIIA
13	C=CCc1c(N(CC)CC)nc(C)[nH]c1=O	0.7	2	nt	-2
14	O=C(Nc1ccccc1F)N1C[C@@H]2[C@H](c3ccccc31)[C@@H](CO)N2C(=O)Nc1ccccc1	0.0	nt	13	-15
15	Cc1noc(C)c1NC(=O)Nc1cccc2c1O[C@@H](CN(C)S(C)(=O)=O)[C@@H](C)CN([C@@H](C)CO)C2=O	-1.2	nt	nt	-24
16	CCC(=O)Nc1ccc2c(c1)C(=O)N(C)C[C@@H](OC)[C@H](C)CN(C(C)=O)[C@H](C)CO2	-0.1	1	0	-2
17	Clc1ccc(-c2cccs2)nn1	nt	-1	nt	9
18	CC1CC(C)CN(C(=O)c2ccc(NS(=O)(=O)c3ccc4[nH]c(=O)[nH]c4c3)cc2)C1 (configuration not stated)	-0.1	1	nt	-13
19	O=C(CN1CCOCC1)N[C@H]1CC[C@@H](CCn2cc(C3CC3)nn2)O[C@@H]1CO	0.0	nt	1	-1
20	Cc1ccccc1S(=O)(=O)N[C@H]1CC[C@H](CCNS(=O)(=O)c2cccc(F)c2)O[C@H]1CO	-0.6	3	-11	-7
21	Cn1c(Cc2ccccc2)nnc1SCC(=O)NCCc1ccccc1	nt	16	nt	-3
22	C[C@H](CO)N1C[C@H](C)[C@H](CN(C)C(=O)CN(C)C)Oc2cc(C#CCC3CCCC3)ccc2S1(=O)=O	0.6	-5	3	-3
23	Cc1ccc(S[C@]2(C(=O)NC(C)C)CC(=O)N(C3CCCCC3)[C@@H]2c2ccc(CO)cc2I)cc1	nt	nt	nt	-22
24	O=C(O)CN1C(=O)/C(=C\c2cccc(OCc3ccccc3F)c2)SC1=S	0.8	-9	10	2

no.	RAD54 branch	Xi reactivation	EWS-Fli inh	RAD52 anneal inh
13	2	nt	15	-17
14	7	0.2	-14	10
15	nt	0.8	-3	2
16	-4	0.3	-4	2
17	nt	0.0	2	-7
18	nt	0.0	-5	4
19	1	0.8	3	8
20	7	-0.4	6	-1
21	nt	-0.1	-3	3
22	5	-0.6	7	24
23	-3	nt	10	21
24	4	-0.1	-14	-12

# Some of these compounds in order of the RAD52 anneal inh value, highest first.
nr	smiles	RAD52 anneal inh
12	Cc1ccc(C)c(NS(=O)(=O)c2ccc3oc(=O)ccc3c2)c1	-1
11	Cc1ccc(N2C(=O)N(CC(=O)Nc3ccccc3C)C(=O)C2C)cc1 (configuration not stated)	-3
2	Cc1c(NC(=O)C(C)Oc2cccc(F)c2)c(=O)n(-c2ccccc2)n1C (configuration not stated)	-6

# (next part)
no.	molecule	E-selectin induc	FN deposition inh	esBAF inh	S100A4 MyoIIA
25	CC(=O)c1cccc(CN2CCC(n3nccc3NC(=O)CCCc3ccccc3)CC2)c1	nt	-7	0	-3
26	C[C@H](CO)N1C[C@H](C)[C@H](CN(C)C)Oc2cc(-c3cccc(F)c3)ccc2S1(=O)=O	-0.5	-12	-3	-1
27	COc1ccc(S(=O)(=O)N2CCOCC2)cc1NC(=O)CSc1cc(C)ccc1C	nt	-2	0	1
28	CCN(CC)S(=O)(=O)c1ccc(NC(=O)COc2cccc(-n3cnnn3)c2)cc1	-0.1	4	-3	-2
29	CC(C)NC(=O)N(C)C[C@H]1Oc2ncc(C#CC3CCCCC3)cc2C(=O)N([C@@H](C)CO)C[C@H]1C	0.1	16	3	nt
30	CCc1cc(C(=O)N/N=C/c2ccc(O)cc2)c2ccccc2n1	nt	10	2	-4
31	N#C[C@H]1[C@@H](c2ccccc2-c2ccc(F)cc2)[C@H](CO)N1C(=O)Cc1cccnc1	0.0	-7	nt	4
32	CC1CCCCN1C(=O)COC(=O)CSc1ccc(C(N)=O)cc1[N+](=O)[O-] (configuration not stated)	1.1	1	-5	-4
33	O=C(c1cccc(S(=O)(=O)N2CCCCCC2)c1)N1CCN(c2ccccc2F)CC1	-1.0	nt	nt	-2
34	COc1cccc(C2=CC(=O)C[C@H](c3ccc(F)cc3)C2)c1OC	1.3	5	15	-2
35	Nc1nonc1-n1nnc(C(=O)N/N=C/c2cccnc2)c1CSc1ccc(Cl)cc1	nt	7	3	0
36	COc1ccc(NC(C#N)c2ccccc2OCc2ccccc2)cc1 (configuration not stated)	nt	nt	3	1

no.	RAD54 branch	Xi reactivation	EWS-Fli inh	RAD52 anneal inh
25	-9	0.2	nt	-17
26	-15	-1.0	0	3
27	-6	0.1	8	-1
28	7	1.0	1	-21
29	nt	0.2	-4	nt
30	1	0.0	-3	-3
31	nt	0.1	0	-12
32	-5	-0.7	0	-5
33	2	0.0	nt	4
34	-11	0.0	-19	-10
35	8	0.0	-6	-21
36	-3	0.3	-7	2

no.	molecule	E-selectin induc	FN deposition inh	esBAF inh	S100A4 MyoIIA
37	Cc1noc(C)c1S(=O)(=O)Nc1ccc2c(c1)C(=O)N([C@@H](C)CO)C[C@@H](C)[C@H](CN(C)C(=O)Nc1ccc(C(F)(F)F)cc1)OCCCC[C@@H](C)O2	-0.2	nt	-10	-14
38	CN(C)S(=O)(=O)c1cccc(NC(=O)COC(=O)/C=C/c2cccs2)c1	nt	-15	-7	6
39	COc1ccc(S(=O)(=O)N(C)C[C@@H]2Oc3c(NC(=O)NC(C)C)cccc3C(=O)N([C@@H](C)CO)C[C@H]2C)cc1	0.0	-3	-2	7
40	C[C@@H]1CN([C@H](C)CO)C(=O)c2cc(NS(=O)(=O)c3ccc(F)cc3)ccc2O[C@H]1CN(C)Cc1ccc(Oc2ccccc2)cc1	0.4	3	7	-16
41	O=C(Nc1ccc(Cc2ccncc2)cc1)c1ccc([N+](=O)[O-])o1	-0.3	10	10	-6
42	C[C@H](CO)N1C[C@H](C)[C@H](CN(C)Cc2ccc3c(c2)OCO3)Oc2cc(-c3cccc(C(=O)N(C)C)c3)ccc2S1(=O)=O	nt	nt	-8	-6
43	O=C(NCC1CCCO1)c1ccc(Br)c(S(=O)(=O)N2CCOCC2)c1 (configuration not stated)	4.1	1	1	-6
44	O=C(NCC(=O)N1CC=C(c2ccccc2)CC1)c1ccccc1Br	0.9	nt	5	4
45	COc1ccc(NC(=O)COc2ccccc2C(N)=O)cc1S(=O)(=O)N1CCCCC1	nt	-1	-3	-3
46	COc1ccc(C(=O)Nc2cc(C(=O)O)cc(C(=O)O)c2)cc1Cl	2.0	-11	nt	-7
47	CCCNC(=O)N(C)C[C@H]1Oc2ncc(-c3ccncc3)cc2C(=O)N([C@@H](C)CO)C[C@H]1C	0.2	-6	0	5
48	Cc1ccc(S(=O)(=O)N[C@H]2CC[C@@H](CCn3cc(C4CC4)nn3)O[C@H]2CO)cc1	0.1	-24	-2	16

no.	RAD54 branch	Xi reactivation	EWS-Fli inh	RAD52 anneal inh
37	-9	5.4	19	-11
38	1	0.0	5	-12
39	1	0.2	-6	-10
40	-11	-0.2	5	-25
41	-7	0.0	15	-4
42	-3	0.0	-7	1
43	-6	0.2	3	1
44	0	0.1	-2	-13
45	2	0.0	6	-12
46	nt	0.2	-3	-12
47	5	-1.1	-17	-11
48	-21	-0.1	8	-4

# As entered above:
# Entry of entry 47 in RAD52 anneal inh: -11
# Entry of entry 41 in E-selectin induc: -0.3

# Following part
no.	molecule	E-selectin induc	FN deposition inh	esBAF inh	S100A4 MyoIIA
49	CCCCn1c(SCC(=O)Nc2cc(C)on2)nnc1-c1cccs1	nt	6	3	-10
50	C[C@@H]1CN([C@@H](C)CO)C(=O)c2cccc(NC(=O)Nc3ccccc3)c2O[C@H]1CN(C)C(=O)Nc1ccc(C(F)(F)F)cc1	0.5	nt	2	7
51	Cc1ccccc1Nc1nc(N)nc(CSc2ccccc2)n1	nt	4	nt	-1
52	CNC[C@H]1Oc2cc(C#Cc3ccccn3)ccc2S(=O)(=O)N([C@H](C)CO)C[C@@H]1C	-0.1	nt	1	21
53	CCC(=O)Nc1nc2ccc([N+](=O)[O-])cc2s1	nt	-1	16	-8
54	NC(=O)c1oc2ccccc2c1NC(=O)CCc1ccccc1	1.1	7	-2	-12
55	CN(C)c1cccc(C(=O)OCC(=O)Nc2ccccc2Sc2ccccc2)c1	-0.1	-1	-4	-11

no.	RAD54 branch	Xi reactivation	EWS-Fli inh	RAD52 anneal inh
49	-1	0.0	1	-17
50	8	-1.2	2	7
51	nt	0.0	-16	-15
52	-19	0.1	1	-46
53	nt	1.0	-21	-4
54	7	0.3	-6	1
55	nt	0.2	2	7

# Screening results from PubChem.
